# Compound activity deposited in PubChem BioAssay by The Scripps Research Institute Molecular Screening Center.
# pPAFAH inh: inhibitors of human plasma PAF acetylhydrolase (pPAFAH). Q13093. recombinant pPAFAH, FP-rhodamine probe fluorescence polarization. inhibition, % at 3.39 µM. hit rate 1.5% among 330,000;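 active = inhibition above the mean inhibition across the screen plus 3 SD, cut at about 25% in these data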;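 also: inhibitors block binding of the rhodamine activity-based probe so polarization drops; 0% = enzyme with DMSO and 100% = wells lacking pPAFAH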
# Target sequence (Q13093 whole entry, looked up): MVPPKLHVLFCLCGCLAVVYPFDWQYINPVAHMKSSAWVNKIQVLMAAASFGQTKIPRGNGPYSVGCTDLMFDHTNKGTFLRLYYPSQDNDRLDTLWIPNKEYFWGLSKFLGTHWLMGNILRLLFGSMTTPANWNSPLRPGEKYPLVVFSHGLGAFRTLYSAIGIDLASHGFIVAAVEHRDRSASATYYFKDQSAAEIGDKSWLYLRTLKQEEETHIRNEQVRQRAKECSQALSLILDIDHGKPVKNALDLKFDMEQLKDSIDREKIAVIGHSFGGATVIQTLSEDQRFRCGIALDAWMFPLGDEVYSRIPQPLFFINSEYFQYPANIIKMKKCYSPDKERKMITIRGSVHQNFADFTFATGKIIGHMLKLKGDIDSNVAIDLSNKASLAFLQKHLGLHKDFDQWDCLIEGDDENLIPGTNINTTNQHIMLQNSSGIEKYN
# LYPLA2 counter: counter-screen for PME1 inhibitors: inhibitors of human LYPLA2; O95372; recombinant LYPLA2, FP-Rh probe fluorescence polarization; inhibition, % at 5.9 µM; hit rate 0.38% among 320,000;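 active = inhibition above the screen-wide mean plus 3 SD, limit set per campaign, cut at about 26% in these data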;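 also: 0% = LYPLA2 with DMSO and 100% = wells lacking LYPLA2 enzyme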
# LYPLA1 counter: counter-screen for PME1 inhibitors: inhibitors of human LYPLA1; recombinant LYPLA1, FP-Rh probe fluorescence polarization; inhibition, % at 5.9 µM; hit rate 0.16% among 320,000;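 active = inhibition above the mean of all tested compounds plus 3 SD, set per campaign, cut at about 14% in these data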;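 also: inhibitors block serine hydrolase probe labeling of LYPLA1 so polarization falls; 0% = enzyme with DMSO and 100% = wells lacking LYPLA1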
# PAFAH2 inh: inhibitors of human PAFAH2. hit rate 0.99% among 340,000. Q99487. inhibition, % at 3.39 µM. recombinant PAFAH2, FP-rhodamine activity probe, fluorescence polarization;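 active = inhibition above the mean over all tested compounds plus 3 SD, cut at about 30% in these data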;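 also: inhibitors block probe labeling of enzyme so polarization drops; 0% = enzyme with DMSO and 100% = wells lacking PAFAH2 protein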
# PAFAH1B3 inh: inhibitors of human PAFAH1B3; Q15102; recombinant PAFAH1B3, FP-rhodamine probe, fluorescence polarization; inhibition, % at 3.39 µM; hit rate 0.28% among 340,000;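 active = inhibition above the screen-wide average of all tested compounds plus 3 SD, cut at about 25% in these data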;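 also: 0% = enzyme with DMSO only and 100% = wells lacking PAFAH1B3 protein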
# EBNA-1 inh: blocks EBNA-1 binding to DNA. EBNA-1 DNA binding, fluorescence polarization. inhibition, % at 14.8 µM. hit rate 0.34% among 300,000. AID 1950; in the data active = inhibition above about 28%
# PAFAH1B2 inh: PAFAH1B2 (human) inhibition; P68402; recombinant PAFAH1B2, FP-rhodamine activity probe, fluorescence polarization; inhibition, % at 3.39 µM; hit rate 1.2% among 340,000; AID 492953;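 active = inhibition above the mean of all tested compounds plus 3 SD, cut at about 24% in these data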;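 also: 0% = enzyme with DMSO and 100% = wells lacking PAFAH1B2; many of its hits are not listed in these tables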
# Target sequence (P68402 whole entry, looked up): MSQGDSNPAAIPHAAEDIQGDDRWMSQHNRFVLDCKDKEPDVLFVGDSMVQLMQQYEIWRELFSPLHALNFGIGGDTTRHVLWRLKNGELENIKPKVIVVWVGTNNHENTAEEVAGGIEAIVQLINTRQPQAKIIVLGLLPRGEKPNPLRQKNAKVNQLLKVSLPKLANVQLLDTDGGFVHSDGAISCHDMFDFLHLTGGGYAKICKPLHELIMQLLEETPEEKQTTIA
# PREPL inh: inhibitors of human prolyl oligopeptidase-like enzyme PREPL; inhibition, % at 5.96 µM; Q4J6C6; recombinant PREPL, fluorescence polarization activity-based probe; hit rate 0.68% among 320,000; in the data active = inhibition above about 43%;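 also: 0% = enzyme with DMSO and 100% = wells lacking enzyme; many of its hits are not listed in these tables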
# ZTA DNA inh: ZTA (EBV) inhibition in EBNA-1 counter-screen; P03206; ZTA-DNA binding, fluorescence polarization; inhibition, % at 11 µM; hit rate 0.15% among 320,000; AID 2234; in the data active = inhibition above about 33%
# Target sequence (P03206 whole entry, looked up): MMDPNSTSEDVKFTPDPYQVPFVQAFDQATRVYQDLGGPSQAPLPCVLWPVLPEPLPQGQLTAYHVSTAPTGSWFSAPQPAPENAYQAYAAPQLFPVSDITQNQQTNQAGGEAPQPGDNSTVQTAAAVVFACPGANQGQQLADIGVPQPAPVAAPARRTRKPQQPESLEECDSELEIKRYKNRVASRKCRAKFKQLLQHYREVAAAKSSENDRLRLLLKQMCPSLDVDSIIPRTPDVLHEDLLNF
# * = called active by the depositor; / = no result given. Some of the compounds tested, so the mix of outcomes need not match the whole.
SMILES,pPAFAH inh,LYPLA2 counter,LYPLA1 counter,PAFAH2 inh,PAFAH1B3 inh,EBNA-1 inh,PAFAH1B2 inh,PREPL inh,ZTA DNA inh
Cc1ccc(-c2nn(-c3ccccc3)cc2C(=O)Nc2ccc(C(=O)O)cc2)cc1,0,-7,-7,4,12,6,4,0,6
CS(=O)(=O)N(Cc1ccc(C(=O)NC2CCCC2)cc1)c1ccccc1,3,-7,-2,0,4,4,3,1,17
CC(C)(C)OC(=O)C[C@@H]1C/C=C\C[C@H](CC(=O)N(CCO)Cc2ccccc2)C(=O)N[C@H](Cc2ccccc2)COC1=O,4,/,/,7,8,/,2,21,/
O=C(c1cc2ccccn2n1)N1CCN(Cc2ccccc2)CC1,1,1,1,-6,2,9,4,-3,12
CCC(=O)Nc1ccc(/C(C)=N\NC(=O)c2ccc(C)s2)cc1,-2,-2,1,-1,4,8,3,-3,17
O=C(CN1C(=O)c2ccccc2C1=O)Nc1cccc2cccnc12,2,21,4,-2,3,5,-2,-10,-4
CCOC(=O)C1=C(CN2CCc3ccccc32)NC(=O)NC1c1ccc(Cl)cc1 (stereo not given),-1,3,5,-4,2,-10,3,20,-7
CC(C)=CCN1CCN(Cc2ccoc2)CC1CCO (stereo not given),-2,4,1,5,3,-12,3,6,-33
COc1ccc(/C=N/Nc2nc3ccccc3o2)cc1OC,8,-3,0,9,-6,-7,3,14,2
CC(CCc1ccccc1)NC(=O)COc1ccc(S(=O)(=O)N2CCOCC2)cc1[N+](=O)[O-] (stereo not given),6,7,0,0,9,-9,5,5,5
CCn1cc(C(=O)NN)c(=O)c2cc(F)c(N3CCN(C)CC3)cc21,1,-8,-5,-7,-2,6,4,22,8
Cc1cc2ncc(-c3ccc(Cl)cc3)cn2n1,9,2,-2,-7,8,6,-3,-27,-21
Cc1cc(C)nc(N2CCC(C(=O)NC3CCCCCC3)CC2)n1,2,3,0,2,5,1,-2,18,0
COc1ccccc1-c1c(C(F)(F)F)oc2cc(OC(=O)c3ccc([N+](=O)[O-])cc3)ccc2c1=O,4,6,3,-4,2,3,-2,14,-19
O=c1n(-c2ccc(Br)cc2)cnn1-c1ncccc1[N+](=O)[O-],5,7,3,1,6,4,0,13,13
NC(=O)Nc1ccccc1C(=O)N1CCC(O)(c2ccc(Cl)cc2)CC1,1,-3,-3,-4,3,-9,4,-11,-3
O=C(/C=C\c1cn(-c2ccccc2)nc1-c1ccc2c(c1)OCCO2)N1CCOCC1,-2,-4,-1,7,-2,-4,3,-5,4
CC(=O)Nc1ccc(NC(=O)c2cc(=O)c3ccccc3o2)cc1,28*,3,-1,1,5,8,4,5,11
CCOc1ccc(N=C2NC(=O)C(CC(=O)Nc3ccc(OC)cc3)S2)cc1 (stereo not given),5,-6,-3,1,5,33*,3,13,0
CC1(C)Cc2c(C#N)c(SCC(=O)O)nc(N3CCOCC3)c2CO1,0,3,-2,0,0,-1,5,-2,11
CCN(Cc1ccc(OC)c(F)c1)C(=O)c1cc2ccccc2o1,14,-1,1,8,-2,-1,3,-11,2
c1ccc(NCc2nc3ccccc3n2CCOc2ccccc2)cc1,14,5,-2,2,-3,0,4,18,-23
COc1ccc(N2CCN(c3ccc([N+](=O)[O-])nc3)CC2)cc1,3,7,1,-5,2,1,-2,37,-9
COc1ccc(-n2nc(C(=O)NCC(=O)Nc3cccc(NC(C)=O)c3)c3ccccc3c2=O)cc1,4,-4,-6,1,-5,0,2,-6,-13
COc1ccc(-n2c(=O)cc(N3CCOCC3)[nH]c2=O)cc1,2,3,0,5,1,-6,4,0,2

# Next section.
SMILES,pPAFAH inh,LYPLA2 counter,LYPLA1 counter,PAFAH2 inh,PAFAH1B3 inh,EBNA-1 inh,PAFAH1B2 inh,PREPL inh,ZTA DNA inh
Cc1ccc(NC2CCCN(C(=O)C3CCCCC3)C2)cc1C (stereo not given),-7,-5,-3,0,-9,-13,5,28,-9
CSc1nc2c(ccc3ccccc32)o1,-1,-3,-1,8,11,-13,1,4,-6
CCOC(=O)c1c(NC(=O)c2cc(-c3ccc(O)cc3)on2)sc(C(C)=O)c1C,-6,-8,0,-1,0,0,-3,7,1
CCCc1cc(C(=O)Nc2ccn(Cc3ccc(C)cc3)n2)no1,1,10,1,5,1,1,5,2,-2
CCCOc1ccc(N2CC(C(=O)Nc3ccccc3C(=O)NCc3ccco3)CC2=O)cc1 (stereo not given),1,-2,2,-4,-6,0,0,5,-16
CCC(C(=O)O)n1nnc(-c2ccc(OCc3ccccc3)c(OC)c2)n1 (stereo not given),2,-6,4,/,/,-8,/,3,-3
CCOC(=O)N1CCN(c2c(N3CCN(c4ccccn4)CC3)c(=O)c2=O)CC1,-3,4,4,-7,4,5,0,12,7
CCOC(=O)c1c(C)[nH]c(C(=O)OC(C)C(=O)NC2CCCCC2C)c1C (stereo not given),-1,0,1,2,7,/,-5,-2,2
Cc1cc(-c2cc(C(=O)NCc3ccccc3)on2)nc(NC2CCCC2)n1,0,-6,-6,-1,-6,-3,0,-5,7
Cc1cccc(NC(=O)CCCCCN2C(=O)[C@@H]3Cc4ccccc4CN3C2=O)c1,5,0,2,12,3,-2,5,-10,-1
COC(=O)c1sc(N)nc1C(C)(C)C,4,9,3,3,2,1,2,-10,2
COc1cc(/C=C/C(=O)N2CCN(C(=O)/C=C/c3cc(OC)c(OC)c(OC)c3)CC2)cc(OC)c1OC,3,3,-3,-1,-1,-2,7,-2,-4
Cc1ccccc1NC(=O)CSc1nnc(Cc2ccccc2)c(=O)n1N,-2,3,-3,5,2,-8,9,-5,3
CCOCCCNC(=S)N1CCCN(c2nc3cc(C)ccc3cc2C#N)CC1,5,4,-5,8,1,-2,-3,-19,7
COC(=O)c1ccc(NC(=O)c2ccccc2NS(C)(=O)=O)cc1,6,5,-2,-4,10,8,5,12,-3
Cc1ccc(C)c(NC(=S)N(C)CCO)c1,0,6,1,1,5,3,7,-6,-8
CCOC(=O)c1c(NC(=O)CN(CC)CC)sc2c1CCC2,3,2,-1,7,6,4,2,11,-9
COc1ccc(Br)cc1CN(C)CC(=O)Nc1ccccc1Cl,10,1,-1,9,5,-5,4,-8,6
COc1ccc(NS(=O)(=O)c2ccc(NC(=O)C3CC3)cc2)cc1,17,1,3,4,9,2,0,-3,-22
CCOc1ccccc1CN1CCN(Cc2ccc(C)o2)CC1CCO (stereo not given),4,4,-1,0,5,2,3,10,-3
Cc1cc(NC(=O)Cc2c(F)cccc2Cl)no1,7,5,1,2,8,4,8,-3,1
CCOc1ccc(S(=O)(=O)n2cc(-c3ccc(F)cc3)c(N)n2)cc1,2,-1,-4,1,11,2,9,-4,-4
O=C(Cn1cnc([N+](=O)[O-])n1)N/N=C/c1cc(Cl)ccc1O,6,11,-2,2,10,2,4,11,-4
COc1cc(OC)cc(-c2c(-c3ccc(F)cc3)c3cc(-c4ccc5cc[nH]c5c4)ccc3n2C)c1,-1,-4,-1,2,14,/,5,9,8
Cc1cc(-c2ccccc2)n2ncnc2n1,0,-1,-3,-1,-2,-10,6,3,0

# Profiles, looked up by structure.
# Cc1ccc(C)c(NC(=S)N(C)CCO)c1 in the list: pPAFAH inh: 0; LYPLA2 counter: 6; LYPLA1 counter: 1; PAFAH2 inh: 1; PAFAH1B3 inh: 5; EBNA-1 inh: 3; PAFAH1B2 inh: 7; PREPL inh: -6; ZTA DNA inh: -8
# CCOc1ccccc1CN1CCN(Cc2ccc(C)o2)CC1CCO (stereo not given) in the list: pPAFAH inh: 4; LYPLA2 counter: 4; LYPLA1 counter: -1; PAFAH2 inh: 0; PAFAH1B3 inh: 5; EBNA-1 inh: 2; PAFAH1B2 inh: 3; PREPL inh: 10; ZTA DNA inh: -3
# CCOC(=O)N1CCN(c2c(N3CCN(c4ccccn4)CC3)c(=O)c2=O)CC1 in the list: pPAFAH inh: -3; LYPLA2 counter: 4; LYPLA1 counter: 4; PAFAH2 inh: -7; PAFAH1B3 inh: 4; EBNA-1 inh: 5; PAFAH1B2 inh: 0; PREPL inh: 12; ZTA DNA inh: 7

# Next part
SMILES,pPAFAH inh,LYPLA2 counter,LYPLA1 counter,PAFAH2 inh,PAFAH1B3 inh,EBNA-1 inh,PAFAH1B2 inh,PREPL inh,ZTA DNA inh
COc1cc2ccccc2cc1C(=O)OCC(=O)N1CCOCC1,-2,5,2,0,6,4,4,22,2
Cc1nonc1NC(=O)CSc1nc2ccc(Cl)cc2[nH]1,0,-1,-7,-8,7,-15,22,1,11
COc1ccccc1Nc1nnc(SCC(=O)NC(=O)Nc2ccc3c(c2)OCCO3)s1,3,-1,-2,-2,6,36*,5,-5,5
CCc1ccc(C(=O)/C=C/c2cnn(C)c2C)s1,0,3,-4,1,3,3,1,2,4
O=Cc1cnc(N2CCN(c3ccccc3)CC2)s1,1,1,-1,-5,-3,5,0,-4,-6
Cc1ccc(C)c(NC(=O)c2nc(-c3ccccc3)n(-c3ccccc3)n2)c1,5,3,3,-2,-2,-6,3,2,7
Oc1ccc(C(=S)N2CCCCC2)cc1Cl,0,7,3,4,0,2,8,-1,5
O=C(c1cc(-c2ccc(Cl)cc2Cl)on1)N1CCCC1,9,9,-3,31*,7,9,3,10,-1
COc1ccc(OC)c(-c2csc(NC(=O)CSc3ccccc3)n2)c1,6,-8,-7,-11,4,-4,9,1,4
COc1ccc(Cl)cc1NC(=O)CN(C)C(=O)c1cc(C)oc1C,2,-6,-2,-1,2,/,-2,6,-2
COc1ccc(/C=N/NC(=O)c2cccc([N+](=O)[O-])c2)cc1OC,9,-1,1,-3,-4,6,2,8,10
CCOc1ccc(N2CC(C(=O)OCC(=O)c3ccc(OC)cc3)CC2=O)cc1 (stereo not given),19,1,1,-5,-3,4,3,18,-13
CC(Oc1ccc(Cl)cc1)C(=O)Nc1ncccn1 (stereo not given),2,-1,-1,-3,4,1,6,-6,-5
O=C(NCc1cccnc1)C1CCC(CNS(=O)(=O)c2cccc3nsnc23)CC1 (stereo not given),0,15,-2,0,3,7,8,-1,10
O=C(CN1C(=O)NC2(CCCCCC2)C1=O)c1ccc(Cl)s1,9,0,1,1,3,-5,3,-7,-1
Cn1cccc1CC(=O)NNC(=O)Nc1ccccc1F,4,-3,0,9,11,/,2,-1,6
Fc1ccc(CNCc2cccc(Br)c2)cc1,5,1,-1,-5,13,3,3,-7,-4
Cc1ccc(-c2cc(C(F)F)n3ncc(C(=O)N4CCc5ccccc54)c3n2)cc1,-2,-8,-4,-13,-4,-5,0,-7,-7
Cc1cc(N2CCCC2=O)ccc1S(=O)(=O)NCCOc1ccccc1,-2,-7,-3,/,/,-7,/,-17,1
CCn1c2ccccc2c2cc(NC(=O)CSc3nnc(-c4cccc(F)c4)o3)ccc21,4,-1,-5,7,1,9,8,0,3
Cc1cccc(CSCCNC(=O)COc2ccc(Cl)cc2)c1,10,1,3,-4,-1,7,12,-34,0
C/C(=N\NC(=O)c1nnn(-c2nonc2N)c1-c1ccc(Cl)c(Cl)c1)c1ccncc1,0,5,4,-1,6,-10,-6,9,3
Cc1ccc(F)cc1NC(=O)COC(=O)COc1ccc(C#N)cc1,15,-6,3,-2,5,-6,3,2,5
COc1cc(CN(C(=S)NCC(=O)NC2CC2)C2CCCC2)cc(OC)c1OC,-3,7,6,-4,11,-4,3,6,-2
CCC1CCC2(CC1)NC(=O)N(CC(=O)N1CCc3ccccc31)C2=O (stereo not given),2,/,/,2,-4,/,6,6,/
O=C(COC(=O)c1cccc(-n2cnnn2)c1)c1ccc(Br)cc1,1,-1,-1,2,-2,-2,4,-2,-19
O=C1NCCCC1C(=O)N/N=C/c1ccc([N+](=O)[O-])cc1 (stereo not given),2,-3,1,/,/,-3,/,5,-14
COc1ccc(NC(=O)c2nc(SC)ncc2Cl)cc1,6,8,4,-5,10,-8,6,3,3
CN1CCN(c2ccc(S(=O)(=O)N3CCOCC3)cc2NC(=O)COc2ccc(F)cc2Cl)CC1,2,4,1,4,4,-4,3,40,14
NNC(=O)CCC(=O)Nc1ccccc1,-1,-4,-2,9,7,-7,-1,6,-2
